Source: PubChem
Tau fluor counter – Counterscreen qHTS for Inhibitors of Tau Fibril Formation, Fluorescence Polarization; tau K18 P301L Alexa594 fluorescence, heparin fibrillization; AID 1463, 2008; Potency, µM (highest dose often 57.7 µM), for inactives: top-dose activity change, negative = decrease; hit rate 0.93% among 280,000; also: nearly all actives have a fitted effect of over 55% in size
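Human K18 P301L tau (15 uM unlabeled plus 0.24 uM Alexa 594-labeled, final) in 100 mM sodium acetate pH 7 was mixed with compound and 20 uM heparin and incubated 6 hr at 37 C.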
TexasRed fluor – Total Fluorescence Counterscreen for Inhibitors of the Interaction of Thyroid Hormone Receptor and Steroid Receptor Coregulator 2 | AID 1479, 2009 | TRb/SRC2 Texas Red total fluorescence interference | hit rate 0.29% among 280,000 | Potency, µM (doses to about 106 µM), for the others: at the highest dose fluorescence change, negative = quenching; active = well fitted curve in either direction with a large enough effect; inconclusive = small, poorly fitted or top-dose-only effect
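Human TRβ ligand-binding domain (0.6 uM) and Texas Red SRC2 peptide (20 nM) in Tris buffer with 1 uM T3 and 5% DMSO were incubated with pinned compound for 5 hr at ambient temperature. Total fluorescence was computed as S + 2P (555/632 nm).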
L3MBTL1 inh – qHTS Assay for the Inhibitors of L3MBTL1; Lethal(3)malignant brain tumor-like protein 1 (Homo sapiens), Q9Y468; AlphaScreen L3MBTL1–H3K9me1 peptide binding; Potency, µM (top dose mostly 57.1 µM), without a hit: top-dose activity, negative = inhibition, most hits filed as inhibitors; hit rate 0.66% among 230,000; AID 485360, 2010; also: nearly all actives have a fitted effect of over 60% in size
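Read-out is AlphaScreen signal from streptavidin donor and nickel chelate acceptor beads (10 ug/mL final each) bridging L3MBTL1 (50 nM) and biotinylated K9-monomethylated H3(1-15) peptide (75 nM), after 30 min compound exposure at room temperature.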
TRb SRC2 PPI – qHTS for Inhibitors of the Interaction of Thyroid Hormone Receptor and Steroid Receptor Coregulator 2. Potency, µM (highest dose often 106 µM), for inactives: at the top dose activity change, negative = inhibition, usual class: inhibitors. TRbeta-SRC2 peptide binding, fluorescence polarization; receptor liganded with 1 µM T3. hit rate 0.065% among 280,000. Thyroid hormone receptor beta (Homo sapiens), P10828;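 also: plate controls were bound peptide for no effect and peptide without receptor for full effect; nearly all actives have a fitted effect of over 50% in size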
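Quantitative HTS by FP: 0.6 uM TRb LBD, 20 nM labeled SRC2 20-mer, 1 uM T3, 5% DMSO; 5 hr ambient incubation; % activity per concentration and potencies from concentration series.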
Tau ThT inhib – qHTS for Inhibitors of Tau Fibril Formation, Thioflavin T Binding | Microtubule-associated protein tau (Homo sapiens), P10636 | recombinant tau K18 P301L, heparin-induced fibrillization, ThT fluorescence | Potency, µM (highest dose often 57.4 µM), without a hit: at the highest dose activity, negative = inhibition, most hits filed as inhibitors | hit rate 2.1% among 270,000; also: nearly all actives have a fitted effect of over 55% in size
Target sequence (P10636 561-689 P618L limits assumed): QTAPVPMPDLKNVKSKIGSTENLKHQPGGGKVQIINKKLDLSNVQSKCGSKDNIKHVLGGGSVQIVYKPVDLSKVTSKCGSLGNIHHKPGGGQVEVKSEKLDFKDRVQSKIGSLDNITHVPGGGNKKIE
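Using a mix of unlabeled (15 uM) and Alexa 594-labeled (0.24 uM) tau K18 P301L, heparin-triggered fibrillization over 6 hr at 37 C was scored by ThT fluorescence.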
ALDH1A1 inh – qHTS Assay for Inhibitors of Aldehyde Dehydrogenase 1 (ALDH1A1) | Aldehyde dehydrogenase 1A1 (Homo sapiens), P00352 | Purified ALDH1A1, NADH fluorescence, propionaldehyde substrate | Potency, µM (highest dose often 75.3 µM), without a hit: at the top dose activity, negative = inhibition, hits mostly inhibitors | hit rate 7.3% among 220,000; active = well fitted inhibition curve with a large enough effect, not every such curve was filed as active; inconclusive = small, poorly fitted or top-dose-only effect, or another doubt; inactive = no such curve, though single readings can be large or run the other way;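 also: plate controls were no enzyme wells and a reference inhibitor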
Target sequence (P00352 whole entry, looked up): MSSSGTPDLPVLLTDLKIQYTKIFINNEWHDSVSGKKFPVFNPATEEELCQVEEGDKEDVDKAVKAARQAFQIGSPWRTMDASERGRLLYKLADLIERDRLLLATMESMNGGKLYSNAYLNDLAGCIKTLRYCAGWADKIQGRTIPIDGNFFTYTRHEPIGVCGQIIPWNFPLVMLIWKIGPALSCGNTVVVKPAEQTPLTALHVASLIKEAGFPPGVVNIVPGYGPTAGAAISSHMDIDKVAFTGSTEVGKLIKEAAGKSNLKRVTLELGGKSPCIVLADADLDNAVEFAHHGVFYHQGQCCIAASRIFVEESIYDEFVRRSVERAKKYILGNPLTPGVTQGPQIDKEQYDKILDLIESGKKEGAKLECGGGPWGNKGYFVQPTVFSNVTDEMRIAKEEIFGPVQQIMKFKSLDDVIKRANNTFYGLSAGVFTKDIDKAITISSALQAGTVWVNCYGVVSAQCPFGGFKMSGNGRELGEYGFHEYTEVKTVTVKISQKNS
aGal spleen mod – qHTS Assay for Inhibitors and Activators of Human alpha-Galactosidase From Spleen Homogenate; Alpha-galactosidase A (Homo sapiens), P06280; human spleen homogenate, 4MU-alpha-Gal fluorescence, 40 min; Potency, µM (highest dose often 80 µM), inactives show at the highest dose activity change, negative = inhibition, hits mostly inhibitors; hit rate 0.008% among 240,000;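 also: 0% = enzyme with vehicle and -100% = no enzyme basal signal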
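Human spleen homogenate (1 ug) was the enzyme source, with 4-methylumbelliferyl-alpha-D-galactopyranoside (1 mM final) in pH 5.0 citrate buffer with 0.01% Tween-20. Compounds were titrated; after 40 min at 37C, NaOH/glycine stop, 4-MU fluorescence read; AC50 from Hill fits.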
Tau FP inhib – qHTS for Inhibitors of Tau Fibril Formation, Fluorescence Polarization. hit rate 0.39% among 280,000. K18 P301L tau heparin fibrillization, Alexa594 FP, 6 h. Potency, µM (titrated, usually from 57.7 µM), inactives show at the top dose activity, negative = inhibition, hits mostly inhibitors. Microtubule-associated protein tau (Homo sapiens), P10636; also: nearly all actives have a fitted effect of over 55% in size
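Compound effects on tau fibrillization are measured by Alexa 594 fluorescence polarization (ex 555, em 632 nm). K18 P301L tau is used at 15 uM with 0.24 uM labeled tracer, and 20 uM heparin induces aggregation over 6 hr at 37 C.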
* = called active by the depositor; ? = inconclusive; / = not tested or not shown; [ ] = remark or other dose. Unless noted, calls follow the shape of the dose curve; as a rule, active = well fitted curve in the direction sought with a large enough effect; inconclusive = small, poorly fitted or top-dose-only effect, or another doubt; inactive = no such curve, though single readings can be large; an effect the other way counts as inactive or inconclusive. Unless noted, % is scaled to controls: 0 for no effect and ±100 for the full control effect; potency is read from the fitted curve at half-maximal effect.

Molecule	aGal spleen mod	TexasRed fluor	L3MBTL1 inh	Tau fluor counter	TRb SRC2 PPI	Tau ThT inhib	Tau FP inhib	ALDH1A1 inh
COc1ccc(/C=N/NC(=O)c2c(C)n(C)c3ccc(OC)cc23)c(OC)c1	1%	-4%	-9%	-3%	4%	?	8%	?
COc1ccc(N2CCN(C(=S)Nc3ccc(C)cc3C)CC2)cc1	-3%	0%	-8%	-18%	-4%	-15%	3%	8%
Cc1cccc(NS(=O)(=O)c2cccs2)c1	15%	-7%	/	-10%	2%	-9%	6%	9%
CCOC(=O)c1ccc(CN(Cc2ccccc2)S(=O)(=O)c2cccc([N+](=O)[O-])c2)cc1	0%	0%	-14%	-29%	5%	0%	?	-4%
c1ccc2c(c1)OCC(c1nnc3sc(-c4ccc5c(c4)OCO5)nn13)O2 (stereo unspecified)	2%	-2%	2%	-15%	4%	?	-3%	?
Cc1cnc(NC(=O)c2cc3c(C)nn(-c4ccccc4)c3s2)s1	3%	1%	-9%	?	-5%	-13%	?	?
N#Cc1ccccc1OCC(=O)OCC(=O)N1CCN(C(=O)c2ccco2)CC1	9%	-1%	/	2%	-6%	-4%	2%	?
CC1=CC(=C(C#N)c2nc3ccccc3s2)C=C(C)N1c1ccc(F)cc1F	-3%	-4%	-3%	0%	1%	4%	-2%	-9%
Cc1cccc2sc(NC(=O)[C@@H]3CCCN3C(=O)c3cccs3)nc12	4%	-1%	4%	-11%	1%	3%	-1%	-4%
CC(C)(C)c1cc(C(=O)N/N=C/c2ccc(F)cc2)n(-c2ccccc2)n1	2%	2%	8%	-9%	3%	-23%	12%	3%
CC(=O)CCC(=O)OCC(=O)Nc1ccc(SC(F)F)cc1	0%	1%	/	2%	0%	-2%	-1%	-4%
CC(=O)Oc1ccc(Oc2ccc(-c3noc(C)n3)cc2)cc1	1%	-6%	5%[11.4 µM]	-11%	1%	-13%	-2%	0%
NS(=O)(=O)c1ccc(NC(=O)c2c(Cl)cccc2Cl)cc1	5%	-1%[53 µM]	3%	0%	6%[53 µM]	12%	-8%	4%
O=C(Cn1cncn1)NCc1cccc2ccccc12	10%	-3%	17%	11%	-8%	2%	-2%	-1%
O=C(NN1CC(=O)N(c2cc(Cl)cc(Cl)c2)CC1=O)c1cccs1	0%	-2%	/	15%	3%	/	2%	/
CCOC(=O)C1CCc2sc(N)c(C#N)c21 (stereo unspecified)	3%	-13%	-2%[11.4 µM]	-12%	-11%	-14%	0%	?
COCCNC(=O)CSc1nc2c(n1-c1ccccc1)CCCC2	2%	0%	-1%	-5%	-16%	-6%	-1%	-11%
O=C1NC(=O)/C(=C/c2cccc(O)c2)N1	-7%	-2%	50%[activator]	?	7%	?	4%	/
S=C(NC1CC1)NC1CCCc2ccccc21 (stereo unspecified)	6%	0%	/	-3%	-1%	-5%	2%	8%
Cc1nc2[nH]c(=S)[nH]c2cc1Br	-2%	0%	12%	-8%	-5%	-7%	-3%	18µM*
Cc1ccc(C(=O)COC(=O)c2cccc(NC(=O)c3ccc(Cl)cc3Cl)c2)cc1	/	-1%	/	-15%	-6%	5%	?	/
CCOC(=O)/C(C#N)=C/c1cn(CCC(=O)O)nc1-c1ccc(OC)cc1	-14%	-2%	3%	2%	9%	-2%	3%	?
CCC(C)Nc1nc2c(c(=O)[nH]c(=O)n2C)n1CCC(C)C (stereo unspecified)	-16%	-6%	?	-3%	0%	-2%	9%	2%
COC(=O)c1ccccc1NC(=O)C1=CC(c2ccc3c(c2)OCO3)=NS(=O)(=O)N1C	/	0%	/	0%	-2%	-13%	-2%	/
Cc1ccc(-n2ncc3c(NCc4ccccc4)ncnc32)cc1C	/	-3%	/	-17%	7%	7%	?	/

Following part
Molecule	aGal spleen mod	TexasRed fluor	L3MBTL1 inh	Tau fluor counter	TRb SRC2 PPI	Tau ThT inhib	Tau FP inhib	ALDH1A1 inh
CO[C@@H]1/C=C\CC(=O)N[C@@H](C)C(=O)OC[C@@H](OC)[C@H](C)/C=C\CC(=O)OC[C@H]1C	12%[17.5 µM]	-24%[11.2 µM]	/	-4%[11.6 µM]	4%[11.2 µM]	-1%[11.5 µM]	2%[11.6 µM]	20%[13.5 µM]
O=C(NC12CC3CC(CC(C3)C1)C2)N1CCN(C(=O)c2ccco2)CC1	-4%	-4%	-6%	10%	0%	12%	7%	-6%
CCc1ccc(NC(=O)Cn2nc(C)c([N+](=O)[O-])c2C)cc1	-1%	-4%	-4%	-4%	-6%	10%	-6%	-3%
Cc1ccc(CSC2=Nc3ccccc3C3=NC(CC(=O)NCc4cccs4)C(=O)N23)c(C)c1 (stereo unspecified)	/	-3%	/	-16%	2%	-12%	5%	/
COc1ccc2ncc(S(=O)(=O)c3ccccc3)c(N3CCC4(CC3)OCCO4)c2c1	-16%	2%	-3%	2%	18%	8%	1%	7.9µM*
O=C(CC1N=C2c3ccccc3N=C(SCC(=O)Nc3ccc(F)cc3)N2C1=O)NCc1cccs1 (stereo unspecified)	/	-4%	/	-9%	1%	4%	-11%	/
Cc1ccccc1OCCSc1nnc(-c2ccc([N+](=O)[O-])cc2)o1	/	7%	/	?	-1%	?	-2%	/
CC(=O)Nc1ccc(C(=O)CSc2nnc3cc(C)c4ccccc4n23)cc1	/	3%	/	-5%	-2%	-13%	-4%	/
CCC(CC)c1nc2cc(OC)c(OC)cc2c(=O)o1	0%	-2%	/	6%	4%	0%	1%	?
Cc1ccc(S(=O)(=O)N2CCC(C(=O)N[C@@H](C)C(=O)NC3CCS(=O)(=O)C3)CC2)cc1 (stereo partly specified)	4%	0%	-3%	-8%	1%	-3%	3%	0%
Cn1c(NC(=O)c2cccs2)c(-c2cccs2)c(=O)c2ccccc21	3%	0%	-7%	-5%	9%	-8%	9%	3%
Cc1ccc(S(=O)(=O)NC2=NCN(CCOC(=O)c3ccccc3)CN2)cc1	0%	0%	/	-4%	2%	-6%	0%	8%
CCOC(=O)c1[nH]c2ccc(OCC)cc2c1CCCN1C(=O)c2ccccc2C1=O	5%	2%	-3%	-25%	-1%	2%	-14%	?
COc1ccccc1N1CCN(Cc2nc3ccsc3c(=O)[nH]2)CC1	0%	-5%	2%	-11%	1%	-9%	-4%	7%
O=C(COC(=O)c1c2ccccc2cc2ccccc12)Nc1ncc(C(F)(F)F)cc1Cl	-12%	1%	/	-24%	-17%	-10%	-7%	?
CCOC(=O)Cc1csc(NC(=O)c2sc3nc4ccc(C)cc4cc3c2N)n1	3%	-4%	-3%	-16%	-3%	3.2µM*	9%	7%
O=C(CN1C(=O)c2cccnc2Oc2ccc(Cl)cc21)Nc1cccc(C(F)(F)F)c1	/	5%	/	-25%	4%	12%	-16%	/
COc1ccc(C2C=C(c3ccc(Br)cc3)Nc3nnnn32)c(OC)c1 (stereo unspecified)	/	-1%	/	-10%	2%	-6%	-5%	/
Cc1cccc(NC(=O)C2CC(=O)OC23CCCCC3)c1 (stereo unspecified)	2%	-4%	/	-6%	-2%	-8%	1%	3%
Cc1cc(NS(=O)(=O)c2ccc(NC(=O)CSc3nnc(-c4ccco4)n3N)cc2)nc(C)n1	2%	-6%	8%	-1%	-4%	1%	-9%	-45%
Fc1ccc(Nc2nc(SCc3ccc(Cl)cc3)nc3ccccc23)cc1	/	-5%	/	?	6%	?	7.9µM*	/
CCOC(=O)c1cc(-c2ccccc2)n(CCC(=O)Nc2cc(C)cc(C)c2)c1C	/	2%	/	-19%	-9%	?	1%	/
CC1=Nc2ccccc2N=C(NC(=O)CSC(=S)N2CCCCC2)C1c1ccccc1 (stereo unspecified)	-3%	-3%	-10%	-13%	1%	-4%	10%	/
O=C(c1ccc2nc(N3CCCCC3)sc2c1)N1CCN(c2ccccn2)CC1	12%	-4%	-13%	6%	-8%	-8%	10%	28µM*
COc1ccc(CC(=O)Nc2c(C(=O)Nc3ccc(F)cc3)oc3ccccc23)cc1OC	/	1%	/	1%	1%	6%	-13%	/
